Autophagy mod – modulators of autophagy; 190,000 compounds, 0.98% hits; AID 463193; calls only at 10 µM (by protocol); MEF GFP-LC3 puncta imaging; test concentration mostly 10 µM;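 active = percentage of spot-positive cells more than 3 SD above its plate mean, without a fluorescence outlier flag or 80% toxicity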;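 note: spot-positive cell cutoff set from DMSO-treated cells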
MT stabilize HCS – stabilizes microtubules in HeLa cells; HeLa tubulin immunostaining HCS, 24 h; share of cells brighter than vehicle mean+2SD; % tubulin-high responders, % at 10 µM; 200,000 compounds, 0.83% hits;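 active = plate Z-score above 3 for both tubulin-high and condensed-nucleus cell shares, with cell loss under 80%, at 10 µM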;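 note: anti alpha tubulin signal scored within the nucleus-defined area of each cell; some results filed as inactive read as strong as hits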
Dynein cargo inh – dynein cargo transport inhibition; 3617.4 mouse cells, GR-EGFP nuclear translocation imaging; test concentration mostly 20 µM; stimulated with dexamethasone, 1 µM; active compounds read low; z-score, hits read low; 220,000 compounds, 0.47% hits; AID 1381;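 active = plate z-score of nuclear minus cytoplasmic receptor signal below a set negative limit, without overly bright fluorescence or cell loss, cut at about -3.5 in these data, passing the limit was not always enough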;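 note: z-score of nuclear minus cytoplasmic ring GR-EGFP intensity difference per well; some compounds called inactive have numbers as strong as hits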
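Schedule: 48 h induction, then 1 h compound, then 30 min agonist, 37 °C. Buffer or medium: tetracycline-free induction medium containing charcoal-stripped FBS. Reagent: 1.0 µM final dexamethasone stimulus. Evaluation: nuclear versus cytoplasmic GR-EGFP signal, averaged per well. Signal: high-content fluorescence imaging after fixation.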
Hep lipid drop – hepatic lipid droplet formation modulation; 240,000 compounds, 0.4% hits; AML12 mouse hepatocytes, oleate lipid droplets, BODIPY imaging; inhibition, % at 6.5 µM; AID 1656;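 active = lipid droplet intensity inhibited by at least 50%, with more than 500 cells counted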
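Material – mouse AML12 hepatocyte cell line, fixed after treatment · Compound dosing – one dose, 6.5 µM compound · Times – compound with oleate, overnight · Measured by – Image-based BODIPY and DAPI two-channel analysis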
CSM14.1 death rescue – protection against thapsigargin-triggered cell killing – 384-well, CSM14.1, ATP luminescence, primary screen (AID 1222) | 190,000 tested, under 10 active | one-dose cellular ATP content (survival), % at 20 µM; EC50 in µM for titrated hits | CSM14.1 thapsigargin-induced death rescue, ATP luminescence; higher % means a stronger effect;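 active = EC50 below 50 µM in the dose-response confirmation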;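 note: death triggered by thapsigargin at about 15 µM added after 2 h compound pretreatment; cell ATP read after overnight thapsigargin exposure of roughly 18 to 22 hours; normalized against plate controls of thapsigargin alone and 5% DMSO vehicle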
Insulin prom up – MIN6 insulin promoter up-regulation; z-score at 5 µM; AID 1625; MIN6 insulin promoter-GFP reporter, high-content imaging; active compounds read high; 190,000 compounds, 0.3% hits;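 active = z-score above 3 at 5 µM with at least 500 cells counted in the well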
T cell modulator – T cell immune modulation candidate | 2C CD8+ T cell-vesicle binding, flow cytometry; active compounds read low | 330,000 compounds, 0.068% hits | calls only at 7 µM;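 active = response, share of CD8 T cells binding vesicles, and their 90th percentile fluorescence all below set limits, cut at about 80% in these data, passing the limit was not always enough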
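Read-out – percent CD8+ FL2 mean versus row control · System – murine 2C transgenic CD8+ T lymphocytes · Times – 1.5 h cell–vesicle binding at 37 °C, then 20 min icy labelling · Control set – naked vesicles low, QL9 vesicles with vehicle high · Detection – cytometric PE anti-B7-1 and Alexa647 anti-CD8 signals after 1% paraformaldehyde fixation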
Salmonella PhoP GFP – PhoP-dependent GFP reporter repression – Salmonella Typhimurium, primary screen (AID 1863). S. Typhimurium PhoP-regulated promoter GFP reporter, 4 h; higher % means a stronger effect. inhibition, % at 50 µM; hits with a dose series show IC50 in µM. 300,000 compounds, 0.16% hits;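 active = inhibition over 29.93%, a cutoff 3 SD above the screen mean, later confirmed by dose response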;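 note: 0% = low Mg2+ inducing control and 100% = high Mg2+ repressing control; strong numbers were not always called active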
b-catenin transl – beta-catenin nuclear translocation modulation | HeLa beta-catenin nuclear translocation, immunofluorescence imaging | nuclear translocation activity, % at 5 µM | 190,000 compounds, 0.3% hits;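 active = nuclear translocation activity above 50% at 5 µM, with a well cell count of 50 or more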;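 note: per-cell ratio of nuclear to cytoplasmic median beta-catenin stain intensity; plate controls were DMSO negative control for no effect and GSK-3 inhibitor IX positive control for full effect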
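System: HeLa cells, endogenous beta-catenin; compound dosing: 5 µM primary single dose, 0.1% DMSO, 0.02–20 µM confirmation series; incubation: 24 h compound exposure at 37°C, 5% CO2; signal: beta-catenin immunofluorescence imaging with DAPI; evaluation: % activation, nuclear-to-cytoplasmic median beta-catenin signal ratio per cell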
Dynein cargo inh cytoplasmic EGFP – recorded beside Dynein cargo inh, whose call it bears; z-score; measured here: cytoplasmic GR-EGFP intensity; active compounds read high
Dynein cargo inh nuclear GR-EGFP – further read-out of Dynein cargo inh, marked with its call; z-score; measured here: nuclear GR-EGFP intensity;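 lower value marks the stronger effect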
Dynein cargo inh cell count – recorded beside Dynein cargo inh, whose call it bears; z-score; measured here: cell count per field
Insulin prom up cell count – second read-out of Insulin prom up, no call of its own (marks repeat the call); cell count; measured here: cytotoxicity, nuclei count;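 total cells summed across four imaged fields per well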
Hep lipid drop cells 6.5 µM – further read-out of Hep lipid drop, marked with its call; cell count; measured here: cell count, cytotoxicity flag;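 cells counted across two imaged fields per well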
b-catenin transl cell count 5 µM – further read-out of b-catenin transl, marked with its call; cell count; measured here: cell count, cytotoxicity flag
T cell modulator vesicle-bound % – also measured in T cell modulator; calls as there; double positive events, %; measured here: CD8+ vesicle-bound cell fraction;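 binding gate set so that unloaded-vesicle control wells show 10% double positive cells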
MT stabilize HCS Hoechst-high % – second read-out of MT stabilize HCS, no call of its own (marks repeat the call); % Hoechst-high responders; measured here: nuclear condensation Hoechst responders;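 share of cells brighter than vehicle mean plus two SD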
MT stabilize HCS cytotoxicity % – also measured in MT stabilize HCS; calls as there; toxicity, %; measured here: cytotoxicity by cell density;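 0% = mean cell density of plate MIN control wells and 100% = no cells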
Autophagy mod cell loss 18 h – further read-out of Autophagy mod, marked with its call; toxicity, %; measured here: cell loss, nuclei count;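 cell loss after 18 h compound exposure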
Numbers without * were called inactive; i = inactive; x = not tested or not shown. Compounds were not picked by outcome; overall some 3% were active at least once.

SMILES	Autophagy mod	Autophagy mod cell loss 18 h	MT stabilize HCS	MT stabilize HCS Hoechst-high %	MT stabilize HCS cytotoxicity %	Dynein cargo inh	Dynein cargo inh cytoplasmic EGFP	Dynein cargo inh nuclear GR-EGFP	Dynein cargo inh cell count	Hep lipid drop	Hep lipid drop cells 6.5 µM	CSM14.1 death rescue	Insulin prom up	Insulin prom up cell count	T cell modulator	T cell modulator vesicle-bound %	Salmonella PhoP GFP	b-catenin transl	b-catenin transl cell count 5 µM
Cc1ccc(-c2nc(N)n(C(=O)c3cccs3)n2)cc1	i	-35	2.7	2.0	6.7	0.59	1.3	0.55	-0.28	7	717	-1.9%	0.13	1157	i	32	-5%	-0.4	1111
COc1ccc(-c2cc(C(=O)c3c(N)n(C)c(=O)n(C)c3=O)c3ccccc3n2)cc1OC	i	-10	2.6	2.3	1.2	-0.29	-0.3	0.098	1.4	8	720	0.3%	-0.67	1146	i	50	4%	1.9	1059
Cc1csc(NC(=O)CSc2nc3sc(C)c(C)c3c(=O)[nH]2)n1	i	12	2.7	2.0	10	-0.66	-0.15	-0.34	-0.19	0	786	-2.1%	0.12	1275	i	18	-17%	-3.4	1233
Cc1occc1C(=O)NNC(=S)NCc1ccc(Cl)cc1	i	1	0.8	2.2	0.6	-0.38	-0.24	-0.044	0.8	-2	694	0.5%	-0.01	1225	i	49	-2%	-0.5	1107
CCN(CC)CC(=O)NCC1(c2ccccc2)CCCC1	i	-3	2.7	1.4	4.2	-0.16	-0.35	-0.15	-0.35	-7	687	-0.3%	-0.59	1500	i	60	3%	0.7	1461
CCCCOCC1CC(CC#CCN2CCCCC2)C(=O)O1 (stereo unspecified)	i	-3	3.5	1.2	15	1.9	-0.085	1.8	-1.5	-1	763	-1.1%	0.03	1637	x	x	x	-2.8	922
Oc1ccc(-c2cn3c(n2)SCC3)cc1O	i	-9	1.5	1.3	7.5	-0.0035	0.11	0.39	-0.37	10	721	-1.4%	0.54	805	i	58	10%	x	x
C=C(C)CN(CC)C(=O)c1ccc(OC2CCN(S(=O)(=O)N(C)C)CC2)cc1	i	28	1.8	2.7	12	0.46	-0.22	0.58	-0.3	2	712	1.3%	x	x	i	26	-5%	-1.2	882
Cc1cc(N2CCCC2)ccc1/C=C1/C(=O)N(C)C(=S)N1C	i	14	25*	27*	57*	-1	0.13	-0.52	0.59	-10	699	-0.7%	x	x	i	53	-3%	20	632
COc1cccc(/C=C2\SC(=S)N(NC(=O)c3ccncc3)C2=O)c1	i	-2	3.0	2.1	7.6	0.055	-0.35	0.17	0.41	-6	721	2.2%	0.76	1542	i	6	-3%	-0.3	1525
CC(C)(C)/C(O)=C/c1nc2ccccc2[nH]c1=O	i	4	3.0	2.1	5.1	0.2	-0.1	0.24	0.38	-5	611	12%	-0.02	1308	i	14	-2%	0.5	1105
COc1ccc(NC(=O)NCCCN2CCCC2=O)cc1	i	21	3.7	2.3	5.5	-0.037	-0.24	0.19	0.74	11	733	x	-0.96	1883	i	64	-6%	3.9	1011
Cn1cc(CC(=O)N2CCN(c3ccccc3F)CC2)c2ccccc21	i	20	2.8	2.6	6.1	0.84	-0.17	0.55	-0.47	x	x	1.8%	-0.55	911	i	42	14%	x	x
CCNc1cccc2c1C(=O)N(C)C2=O	i	-10	3.4	2.0	3.6	-0.41	0.18	0.18	0.011	x	x	0.4%	0.3	1078	i	14	-9%	-1.0	1188
c1ccc(COc2nsnc2N2CCOCC2)cc1	i	19	5.3	2.5	7.7	1.4	-0.27	1.1	0.91	x	x	-1.5%	-0.28	1035	i	37	8%	x	x
CCn1c2ccccc2c2cc(NC(=O)c3ccc(=O)oc3)ccc21	x	x	x	x	x	-0.3	2.2	0.33	-0.73	-2	692	x	-0.1	1309	i	28	-14%	2.0	1219
O=[N+]([O-])c1ccc(NNC(=S)Nc2ccc(F)cc2)cc1	i	-3	2.6	2.2	11	-1.1	-0.22	-0.35	-0.15	-71	687	-1.6%	x	x	i	19	1%	-1.6	982
CC(NC(=O)c1ccccc1)C(=O)N/N=C/c1ccccc1 (stereo unspecified)	i	31	2.8	2.4	3.8	2.3	-0.14	0.83	-2.3	46	706	2.4%	0.04	1339	i	36	-2%	0.4	1093
ClC(Br)=C(n1cnc2ccccc21)n1cnc2ccccc21	i	1	4.1	1.4	0.2	-0.64	-0.23	-0.071	0.29	-20	746	-2.6%	0.33	1316	i	20	3%	x	x
O=Cc1ccc(-c2nc3ccccc3s2)o1	i	2	3.5	3.4	8.1	0.14	-0.3	-0.44	0.47	15	709	-1.5%	0.53	1420	i	61	3%	0.7	1495
N#CC(Cc1ccc(OC(F)F)cc1)c1nc2ccccc2[nH]1 (stereo unspecified)	i	19	7.4	2.1	4.3	0.4	-0.2	0.76	-1.3	-1	541	-1.1%	0.75	1459	i	48	16%	0.8	1117
Cc1ccc(C(=O)Cn2c(N3CCOCC3)nc3c2c(=O)n(C)c(=O)n3C)cc1	i	15	2.5	2.4	6.2	-0.64	-0.41	-0.089	0.12	x	x	-0.7%	-0.66	1203	i	8	-2%	0.2	1103
CCNC(=S)N1CCN(c2ccccc2OCC)CC1	i	-12	2.1	4.7	16	0.44	-0.3	0.072	-0.28	1	651	-7.0%	0.93	1239	i	42	-8%	-2.8	496
CCn1c(C)nc2cc(C(=O)NNC(=S)Nc3ccc(F)cc3)ccc21	x	x	x	x	x	1.1	-0.3	0.22	0.075	-4	661	x	0.34	1325	i	18	-6%	-1.9	1334
Cc1ccc(NC(=O)c2cccc3c2C(=O)N(C2CCCCC2)C3)cc1	i	-4	0.7	1.1	8.4	-0.29	-0.18	-0.26	0.13	x	x	-1.7%	-1.4	931	i	17	-11%	-1.6	1424
Other compounds.
SMILES	Autophagy mod	Autophagy mod cell loss 18 h	MT stabilize HCS	MT stabilize HCS Hoechst-high %	MT stabilize HCS cytotoxicity %	Dynein cargo inh	Dynein cargo inh cytoplasmic EGFP	Dynein cargo inh nuclear GR-EGFP	Dynein cargo inh cell count	Hep lipid drop	Hep lipid drop cells 6.5 µM	CSM14.1 death rescue	Insulin prom up	Insulin prom up cell count	T cell modulator	T cell modulator vesicle-bound %	Salmonella PhoP GFP	b-catenin transl	b-catenin transl cell count 5 µM
O=C(COc1ccc(Cl)cc1)N1CCN(c2ncccn2)CC1	i	-5	1.5	1.6	4.9	0.44	-0.19	0.21	-0.28	x	x	2.2%	-0.49	1605	i	24	-2%	-8.1	974
O=C(Nc1ccc(C(=O)NC2CCCCC2)cc1)c1cccnc1	i	9	4.5	1.4	3.5	0.11	-0.29	0.33	0.04	-20	758	-2.3%	1.3	1514	i	54	5%	-0.6	933
COc1ccc(S(=O)(=O)NCC2CCCN(C(=O)c3cccs3)C2)cc1 (stereo unspecified)	i	-9	1.4	1.3	9.0	0.71	-0.3	0.38	0.33	-9	678	0.5%	0.37	1478	i	21	2%	0.7	983
Cc1cc(NC(=O)COC(=O)c2cccc(S(=O)(=O)N3CCOCC3)c2)no1	i	2	2.0	1.9	7.2	-0.54	-0.24	-0.033	0.2	9	730	x	0.23	1092	i	49	9%	x	x
N#Cc1sc2nc(-c3cccs3)cc(-c3ccc(F)cc3)c2c1N	i	-2	3.9	1.5	6.1	1.7	-0.1	0.6	0.59	14	705	-0.4%	-0.13	1276	i	60	-11%	-5.9	554
O=S(=O)(c1cccc(F)c1)N1CCN(C(=S)NCc2ccccc2)CC1	i	12	2.5	2.1	5.4	0.81	-0.28	0.015	-0.63	6	676	0.9%	1.3	1617	i	20	2%	-1.5	1100
Cc1ccc(CCNC(=O)C2CC(c3ccc(C(F)(F)F)cc3)=NO2)cc1 (stereo unspecified)	x	x	x	x	x	-0.88	-0.77	-0.26	0.68	7	638	x	-0.27	1018	i	46	-5%	0.4	1305
CCCc1ccc(C(=O)Cn2nc(C(=O)O)c3ccccc3c2=O)cc1	i	5	1.6	1.7	5.6	-0.97	-0.11	-0.61	0.86	13	678	-0.2%	-0.42	1376	i	18	4%	-0.5	1077
Cc1cccc(N=C2NC(=O)/C(=C/C=C/c3ccco3)S2)c1	i	1	7.9	8.9	8.9	-1.3	-0.064	-0.4	-0.49	30	639	-1.7%	-0.46	1376	i	51	-8%	11	1021
Cc1ccc2c(c1)N1C(=O)c3ccccc3C1C1=C(CC(C)(C)CC1=O)N2 (stereo unspecified)	i	-7	3.6	2.4	6.1	-0.87	0.67	-0.35	0.62	4	717	-0.2%	-0.03	1213	i	63	0%	-1.6	1247
Cc1ccsc1C(=O)OCc1nc2ccccc2c(=O)[nH]1	i	-1	2.1	1.7	6.6	-0.97	0.14	-0.19	0.29	5	743	1.7%	0.58	831	i	56	-1%	1.7	1002

Screens: PubChem BioAssay, several laboratories
